Screens as filed in PubChem BioAssay.
ULK1 primary: inhibitors of human ULK1 kinase; AlphaScreen Atg13 phosphorylation by ULK1, luminescence; O75385; AID 1259251; inhibition, % at 5.96 µM; 30,000 compounds, 1.9% hits; in the data active = inhibition above about 43%;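 also: 0% = median of compound wells and 100% = no enzyme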
ASK1 primary: human ASK1 kinase inhibition, primary screen. Q99683. AlphaScreen MKK6 phosphorylation by ASK1, luminescence. inhibition, % at 7.44 µM. 22,000 compounds, 0.99% hits. AID 1159602; in the data active = inhibition above about 35%;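 also: 0% = median of compound wells and 100% = no enzyme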
Target sequence (Q99683 whole entry, looked up): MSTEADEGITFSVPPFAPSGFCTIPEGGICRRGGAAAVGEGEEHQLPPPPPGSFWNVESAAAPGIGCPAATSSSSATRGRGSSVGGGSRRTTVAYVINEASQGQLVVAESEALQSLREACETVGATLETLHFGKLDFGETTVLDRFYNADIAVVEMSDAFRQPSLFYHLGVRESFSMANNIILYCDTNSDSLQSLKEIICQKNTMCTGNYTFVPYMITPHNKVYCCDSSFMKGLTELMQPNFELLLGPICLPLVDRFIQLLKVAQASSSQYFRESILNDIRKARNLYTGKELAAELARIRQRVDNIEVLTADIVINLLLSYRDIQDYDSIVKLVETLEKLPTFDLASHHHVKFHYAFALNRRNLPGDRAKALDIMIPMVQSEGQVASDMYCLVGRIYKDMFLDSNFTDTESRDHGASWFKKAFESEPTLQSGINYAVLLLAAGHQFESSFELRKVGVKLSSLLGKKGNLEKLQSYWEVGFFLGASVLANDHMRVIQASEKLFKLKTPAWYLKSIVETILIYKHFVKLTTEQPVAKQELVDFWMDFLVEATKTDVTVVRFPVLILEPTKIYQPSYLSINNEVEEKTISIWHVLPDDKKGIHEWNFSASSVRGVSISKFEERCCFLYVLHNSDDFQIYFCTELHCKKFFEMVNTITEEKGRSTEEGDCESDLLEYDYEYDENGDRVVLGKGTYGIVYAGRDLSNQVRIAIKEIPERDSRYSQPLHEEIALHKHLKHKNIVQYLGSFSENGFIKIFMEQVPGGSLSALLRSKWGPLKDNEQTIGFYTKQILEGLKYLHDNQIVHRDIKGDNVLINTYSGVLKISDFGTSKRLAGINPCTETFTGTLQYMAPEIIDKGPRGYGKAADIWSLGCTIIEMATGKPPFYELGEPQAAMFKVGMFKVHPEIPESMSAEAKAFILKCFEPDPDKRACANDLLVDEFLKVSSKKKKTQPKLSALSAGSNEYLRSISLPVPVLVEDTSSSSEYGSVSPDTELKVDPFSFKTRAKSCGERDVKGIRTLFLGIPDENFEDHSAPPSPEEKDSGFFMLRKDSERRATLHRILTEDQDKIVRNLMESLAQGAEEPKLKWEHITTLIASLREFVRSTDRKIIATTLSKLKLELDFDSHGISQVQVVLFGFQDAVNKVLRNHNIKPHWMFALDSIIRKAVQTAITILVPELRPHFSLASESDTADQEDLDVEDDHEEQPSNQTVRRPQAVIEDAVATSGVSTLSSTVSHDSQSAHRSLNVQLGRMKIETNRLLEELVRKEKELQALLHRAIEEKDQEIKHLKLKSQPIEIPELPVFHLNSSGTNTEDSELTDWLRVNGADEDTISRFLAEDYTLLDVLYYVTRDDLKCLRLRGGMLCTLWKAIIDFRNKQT
Active calls of the source: *; · = not tested or not shown.

SMILES | ULK1 primary | ASK1 primary
Cn1cc(-c2ccc(NC(=O)C3COc4ccccc4O3)cc2Cl)cn1 (configuration not stated) | 13 | 1
CCNc1ccc(N2CCC(C(=O)Nc3ccc4c(c3)OCO4)CC2)nn1 | 11 | 7
CC(C)N(CCNC(=O)c1ccc2nc(Nc3ncccn3)sc2c1)C(C)C | 8 | -12
N#C/C(C(=O)c1ccccc1)=C1/Nc2ccccc2C1=O | 8 | ·
Cc1ncn(-c2ccc(Nc3ncc(F)c(-c4cnn(C)c4)n3)cc2)n1 | -2 | -11
CN1CCN(c2ccc(-c3cc(C(=O)NCCc4ccc(O)cc4)ccn3)cc2)CC1 | 6 | -6
Cn1c(Nc2nc(Nc3ccc4c(c3)OCO4)c3ncn(-c4ccccc4)c3n2)nc2ccccc21 | 8 | 8
CC/C(=C(/CC)c1ccc(O)cc1)c1ccc(O)cc1 | -17 | ·
COc1ccc(C(=O)c2oc3ccccc3c2NC(=O)c2cc(OC)c(OC)c(OC)c2)cc1 | 10 | ·
CC(C)n1cnc2c(NCc3cccc(C(F)(F)F)c3)nc(Nc3ccc(C(F)(F)F)cc3)nc21 | -13 | 1
CN(C)CCCC1(O)c2ccccc2CCc2ccccc21 | -8 | ·
O=C(NCCOc1ccccc1)c1cncc(-c2ccccc2)c1 | -4 | -9
CCN(CC)C(=O)C1CCCN(c2nc(N)c3ncn(-c4ccccc4)c3n2)C1 (configuration not stated) | -4 | 5
O=C(N[C@@H]1CCN(C(=O)c2cnccc2Nc2ccc(Cl)c(F)c2)C1)[C@@H](O)c1ccccc1Cl | -29 | 0
CCOC(=O)N1CCN(c2cc(-c3cncc(-c4ccc(F)cc4)c3)nc(C)n2)CC1 | 3 | ·
O=C(N/C(=C/c1ccccc1)C(=O)N1CCOCC1)c1ccc([N+](=O)[O-])cc1 | 9 | ·
O=C(Nc1ccc2[nH]ncc2c1)C1CCN(C(=O)[C@H](O)c2ccccc2Cl)C1 (some centres not stated) | 4 | -18
Cc1cc([N+](=O)[O-])cc([N+](=O)[O-])c1C(N)=O | 7 | ·
CCCNc1nc(N2CCN(Cc3ccc4c(c3)OCO4)CC2)nc2c1ncn2C(C)C | -3 | 18
CCN(CC)c1nc(NC2CC2)nc(N2CCC(N3CCOCC3)CC2)n1 | 0 | 4
CC(C)CCCC(C)NC(C)C (configuration not stated) | 20 | ·
COc1cc2nc(N3CCC(N4CCOCC4)CC3)nc(Nc3cc(OC)c(OC)c(OC)c3)c2cc1OC | -4 | 6
CCN1C(=O)Cc2cc(NS(=O)(=O)c3ccc(Cl)cc3)ccc21 | -5 | ·
CC(=O)c1cccc(-c2nc(C)cc(NCCCN3CCCC3=O)n2)c1 | -2 | 1
Cc1cc(NC2CCN(Cc3ccccc3)CC2)nc(NCc2cccnc2)n1 | 6 | -21

More compounds
SMILES | ULK1 primary | ASK1 primary
COc1ccccc1CNC(=O)c1n[nH]c2cc(-c3cn[nH]c3)ccc12 | -29 | -5
CCCN(C(=O)C(C)(C)C)C1CCN(C)CC1 | -10 | ·
CN1CC[C@@H](Oc2ccc(C(=O)Nc3ccc4[nH]ncc4c3)cn2)C1 | 4 | 1
O=C1CCCN1CCn1cnc2c(NCc3ccccc3)nc(Nc3ccncc3)nc21 | 8 | 0
O=C(NCc1cccnc1)c1ccc(-c2cnn(-c3ccc(Cl)cc3)c2)nc1 | 7 | ·
Cc1nn(C)c(C)c1-c1cc(NCCN(C(C)C)C(C)C)ncn1 | -8 | -13
O=C(OC[C@H]1O[C@H](OC(=O)c2cc(O)c(O)c(OC(=O)c3cc(O)c(O)c(O)c3)c2)[C@H](OC(=O)c2cc(O)c(O)c(OC(=O)c3cc(O)c(O)c(O)c3)c2)[C@@H](OC(=O)c2cc(O)c(O)c(OC(=O)c3cc(O)c(O)c(O)c3)c2)[C@@H]1OC(=O)c1cc(O)c(O)c(OC(=O)c2cc(O)c(O)c(O)c2)c1)c1cc(O)c(O)c(OC(=O)c2cc(O)c(O)c(O)c2)c1 | 86* | ·
COc1cc(NC(=O)c2cccc(-n3cc(NC(=O)Nc4ccccc4Cl)cn3)c2)cc(OC)c1OC | -50 | 12
OCCNc1nc(Nc2cnccn2)nc2nc[nH]c12 | 21 | 7
Nc1nc(Nc2ccc(-n3ccnc3)cc2)cc(Nc2ccc3c(c2)OCO3)n1 | 25 | 6
COC(=O)[C@@H]1CC2=CC(=O)CC[C@]2(C)[C@@]23O[C@@H]2C[C@@]2(C)[C@@H](CC[C@@]24CCC(=O)O4)[C@H]13 | -13 | ·
CC(C)(C)c1ncn(-c2ccc(Nc3nccc(-n4cnc(Nc5ccccc5)n4)n3)cc2)n1 | -10 | -6
CCCNc1nc(Nc2ccc(-n3ccnc3)cc2)nc2c1ncn2CCN1CCCC1=O | 8 | 8
CCN(CC)C(=O)C1CCCN(c2ncc(C(=O)NCCO)s2)C1 (configuration not stated) | -1 | -3
O=C(NC1CC1)c1cnc(Nc2cnccn2)s1 | 23 | 3
c1cc(-n2cnc3c(NC4CC4)nc(NCCN4CCOCC4)nc32)cs1 | -10 | -2
COc1nc(Nc2ccc(Oc3ccccc3)cc2)nc(-c2ccccc2)n1 | -25 | -13
Cc1nn(C)c(C)c1-c1nc(NCc2cccc(C(F)(F)F)c2)c2ncn(Cc3ccc(C(F)(F)F)cc3)c2n1 | 4 | 6
O=C(Cc1cn(-c2ccc(Nc3ccncn3)nn2)c2ccccc12)Nc1ccccc1 | 9 | -4
c1ccc(OCCNc2nc(NCCN3CCOCC3)nc3c2ncn3-c2ccsc2)cc1 | -7 | -15
CC(=O)Nc1ccc(Nc2nc(Nc3cnccn3)nc3c2ncn3CCN2CCCC2=O)cc1 | 14 | 4
CCOc1ccc2ccccc2c1C(=O)Nc1cc(C)nn1-c1nc2c(c(=O)[nH]1)CCC2 | 7 | ·
CCCNc1nc(NCc2ccc3c(c2)OCO3)nc2cc(OC)c(OC)cc12 | -16 | -9
CCCNc1nc(OC)nc(-c2csc3ccccc23)n1 | 0 | -2
O=C(NCc1cccnc1)c1ccc2nc(-c3csc4ccccc34)sc2c1 | -1 | -15

(next part)
SMILES | ULK1 primary | ASK1 primary
CCn1c(C(N)c2ccc(Cl)cc2)nc2cc(F)c(-c3ccnc4[nH]ccc34)cc21 (configuration not stated) | -16 | -25
COc1ccc(CCNc2ccnc(N3CCOCC3)n2)cc1 | -20 | -15
COc1ccc(-c2cccc(C(=O)Nc3cc(OC)c(OC)c(OC)c3)c2)cn1 | -3 | 6
Cc1cc(O)cc2c1C(=O)/C(=C/c1cccc(Cl)c1)O2 | -8 | ·
CC1(C)COc2ccc(NC(=O)CCc3ccccc3)cc2NC1=O | -10 | ·
COc1ccccc1N(CC(O)CN1CCOCC1)S(=O)(=O)c1ccccc1 (configuration not stated) | 3 | ·
CCC(C)C(CC)C(N)=O (configuration not stated) | -13 | ·
O=C(Cn1c(CO)cnc1SCc1ccc(F)cc1)NC1CC1 | 11 | ·
Cc1nc(N2CCOCC2)c2ccccc2n1 | 13 | ·
COc1ccc(NC(=O)CN2CCC(C(N)=O)CC2)cc1 | 7 | ·
COC(=O)/C(=C/c1ccc(N(C)C)cc1)NC(=O)c1ccccc1 | 4 | ·
CC(=O)Nc1ccc(Nc2nc(Nc3ccncc3)nc3c2ncn3C(C)C)cc1 | 66* | 7
CCCNC(=O)C1CCN(c2ccc(Nc3cccc(N(C)C)c3)nn2)CC1 | 4 | -10
Fc1ccccc1-c1cc(Nc2ccncc2)nc(-c2cccnc2)n1 | -32 | ·
O=C(CSc1nnc(-c2ccncc2)o1)N1CCOCC1 | -8 | ·
CCN(CC)C(=O)C1CCCN(c2nc(Nc3cc(OC)c(OC)c(OC)c3)c3ncn(CCN4CCCC4=O)c3n2)C1 (configuration not stated) | 2 | 4
N[C@H]1CC[C@H](C(=O)Nc2ccc3[nH]ncc3c2)C1 | 29 | -18
Cc1cc(NCCc2ccc(O)cc2)nc(-c2ccc(C(=O)NC3CC3)cc2)n1 | -15 | -5
c1nc(NCCN2CCOCC2)cc(N2CCN(Cc3ccc4c(c3)OCO4)CC2)n1 | -13 | -13
O=C(NCCN1CCOCC1)c1ccnc(Nc2ccccc2)c1 | -1 | 1
CCCNc1nc(Nc2nc3ccccc3n2C)nc2c1ncn2-c1ccccc1 | -5 | 4
Cc1cnc(NCCCN2CCCC2=O)nc1NCCCN1CCCC1=O | 1 | -2
CN1CCN(C(=O)c2ccc(-c3nc4ncnc(NCc5cccnc5)c4[nH]3)cc2)CC1 | 20 | -2
COc1cccc(OCc2nc3ccc(-c4ccnc(N)n4)cc3s2)c1 | 22 | 24
c1nc(NC2CC2)c2[nH]c(N3CCC(N4CCOCC4)CC3)nc2n1 | -6 | -11

Molecules from the list above with a thiophene ring, fused or not:
SMILES | ULK1 primary | ASK1 primary
c1cc(-n2cnc3c(NC4CC4)nc(NCCN4CCOCC4)nc32)cs1 | -10 | -2
c1ccc(OCCNc2nc(NCCN3CCOCC3)nc3c2ncn3-c2ccsc2)cc1 | -7 | -15
CCCNc1nc(OC)nc(-c2csc3ccccc23)n1 | 0 | -2
O=C(NCc1cccnc1)c1ccc2nc(-c3csc4ccccc34)sc2c1 | -1 | -15

Further records:
SMILES | ULK1 primary | ASK1 primary
CCN(CC)c1nc(NCCN2CCOCC2)nc(Nc2ccc(NC(C)=O)cc2)n1 | 2 | 2
CCN1CCCC1=O | 17 | ·
CN1CCN(c2ccc(-c3cc(Nc4ccc(N5CCOCC5)cc4)nc(N)n3)cc2)CC1 | 28 | 18
Cc1nc(C)n(-c2ccc(Nc3cc(-c4nn(-c5ccc(C(N)=O)cc5)cc4-c4ccccc4)ccn3)cc2)n1 | -57 | 0
O=C(Cc1cn(-c2ccc(NCc3cccnc3)nn2)c2ccccc12)NCc1cccnc1 | 1 | -18
Cc1cc(NCCO)nc(N2CCc3ccccc3C2)n1 | -3 | -16
c1cc(Nc2nc(NC3CC3)c3[nH]cnc3n2)ccn1 | 52* | -24
O=C(NCCOc1ccccc1)c1cccc(Nc2ccccn2)n1 | 1 | -14
O=C(NCc1nc2ccccc2[nH]1)c1cccc(Oc2ccccc2)n1 | 6 | -17
CC1(c2ccccc2)O[C@@H]2C[C@H]3[C@@H]4CCC5=CC(=O)C=C[C@]5(C)[C@@]4(F)[C@@H](O)C[C@]3(C)[C@]2(C(=O)CO)O1 (some centres not stated) | 3 | ·
Cn1ccc2cc(-c3cccc(C(=O)NCCN4CCOCC4)c3)ccc21 | -11 | -14
O=C(NC1CCN(Cc2ccccc2)CC1)c1cnc(N2CCc3ccccc3C2)s1 | 8 | -11
Cc1nc2ncccc2c(=O)n1-c1ccc(NC(=O)c2ccc(F)cc2F)cc1 | 7 | ·
C=CCSC(=O)NC(C)(C)c1ccncc1 | 2 | ·
CCOC(=O)N1CCN(c2nc(NCCO)c3cnn(-c4ccc(Cl)cc4)c3n2)CC1 | -1 | ·
COc1ccc(-c2nc(NCCO)c3[nH]cnc3n2)cn1 | 1 | 6
Cc1c[nH]c(=O)c2cccc(NC3CCN(C(=O)C(N)c4ccc(Br)cc4)CC3)c12 (configuration not stated) | 14 | 11
COc1cc(OC)nc(Oc2ccccc2C(C)=O)n1 | -18 | ·
Cc1ccc(-n2ncc3c(-n4nc(C)cc4NC(=O)c4ccccc4Cl)ncnc32)c(C)c1 | -10 | ·
O=C1CCCN1CCn1cnc2c(NC3CC3)nc(Nc3ccncc3)nc21 | 9 | -3
Cc1cnc(-c2ccc(C(=O)NC3CC3)cc2)nc1NCCN1CCOCC1 | 3 | 3
CC(C)N(CCNC(=O)c1cccc(Nc2cccc(N(C)C)c2)n1)C(C)C | 1 | -12
CC(C)N(CCNC(=O)Cc1cn(-c2ccc(Cl)nn2)c2ccccc12)C(C)C | 16 | -3
CC1(COc2ccc(CC3SC(=O)NC3=O)cc2)CCCCC1 (configuration not stated) | 28 | ·
N[C@H](C(=O)N1CCC(Nc2ccc3[nH]ncc3c2)CC1)c1ccccc1 | -4 | -18

One compound at a time, as listed above. Order of values: ULK1 primary | ASK1 primary
Cc1c[nH]c(=O)c2cccc(NC3CCN(C(=O)C(N)c4ccc(Br)cc4)CC3)c12 (configuration not stated) is entered as 14 | 11
CN1CCN(c2ccc(-c3cc(Nc4ccc(N5CCOCC5)cc4)nc(N)n3)cc2)CC1 is entered as 28 | 18
Cc1cc(NCCO)nc(N2CCc3ccccc3C2)n1 is entered as -3 | -16
Cc1nc2ncccc2c(=O)n1-c1ccc(NC(=O)c2ccc(F)cc2F)cc1 is entered as 7 | ·
Cc1ccc(-n2ncc3c(-n4nc(C)cc4NC(=O)c4ccccc4Cl)ncnc32)c(C)c1 is entered as -10 | ·

Next results
SMILES | ULK1 primary | ASK1 primary
COc1ccc(CCNc2nc(N3CCN(Cc4ccc5c(c4)OCO5)CC3)nc3c2ncn3-c2ccccc2)cc1 | 7 | 34
CC(=O)Nc1cc(F)cc(-c2ccnc(Nc3ccc(-n4nc(C)nc4C)cc3)n2)c1 | -2 | 5
O=C(NC[C@H](O)CO)c1cc(Nc2ccc3[nH]ncc3c2)ccn1 | -12 | -9
COc1cccc(CN2CCC(CNc3cc(F)c(-c4cn[nH]c4)cc3OCCN(C)C)C2)c1 (configuration not stated) | 5 | 6
CC(=O)Nc1ccc(NC(=O)c2csc(-c3ccc(C(=O)N4CCN(C)CC4)cc3)n2)cc1 | 7 | -14
O=C(CCCN1CCC(C(=O)c2ccc(F)cc2)CC1)c1ccc(F)cc1 | 6 | ·

2 entries drawn at random from those above:
SMILES | ULK1 primary | ASK1 primary
CC(=O)Nc1cc(F)cc(-c2ccnc(Nc3ccc(-n4nc(C)nc4C)cc3)n2)c1 | -2 | 5
CC(=O)Nc1ccc(NC(=O)c2csc(-c3ccc(C(=O)N4CCN(C)CC4)cc3)n2)cc1 | 7 | -14
